AmpC detergent: blocks E. coli AmpC beta-lactamase in detergent assay; P00811; AmpC hydrolysis of nitrocefin, absorbance 480 nm, 0.01% Triton; Potency, µM (top dose mostly 114 µM), for inactives: top-dose activity change, negative = inhibition, most hits filed as inhibitors; actives 0.041% (n = 370,000); AID 485294;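 further: potency means the concentration at half of the fitted maximal effect; 0% = no-compound wells and -100% = no-enzyme wells; nearly all actives have a fitted effect of over 25% in size; some results filed as inactive show a strong effect at the top dose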
Target sequence (P00811 whole entry, looked up): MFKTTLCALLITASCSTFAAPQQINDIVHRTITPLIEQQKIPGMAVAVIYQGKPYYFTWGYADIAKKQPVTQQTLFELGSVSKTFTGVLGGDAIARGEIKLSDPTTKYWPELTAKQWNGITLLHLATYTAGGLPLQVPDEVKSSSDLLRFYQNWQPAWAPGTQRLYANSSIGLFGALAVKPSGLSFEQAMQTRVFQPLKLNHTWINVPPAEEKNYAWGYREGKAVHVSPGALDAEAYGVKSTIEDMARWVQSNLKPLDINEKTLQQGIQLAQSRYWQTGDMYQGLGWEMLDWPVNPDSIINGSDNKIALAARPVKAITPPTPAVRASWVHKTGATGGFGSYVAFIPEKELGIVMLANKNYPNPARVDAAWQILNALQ
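AmpC (5.3 nM in the dispensed reagent) in 20 mM phosphate pH 7.0 with 0.01% (detergent screen) or 0.0001% Triton X-100 was preincubated with compounds for 15 min at room temperature. Nitrocefin was then added from an 800 uM solution, and hydrolysis was followed at 480 nm.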
Giardia FBPA inh: Giardia lamblia aldolase inhibition. Potency, µM (doses to about 59.6 µM), for the others: at the highest dose activity, negative = inhibition, actives largely listed as inhibitors. A8B2U2. purified Giardia FBPA. actives 0.71% (n = 290,000); further: potency means the concentration at half of the fitted maximal effect; nearly all actives have a fitted effect of over 55% in size
Target sequence (A8B2U2 whole entry, looked up): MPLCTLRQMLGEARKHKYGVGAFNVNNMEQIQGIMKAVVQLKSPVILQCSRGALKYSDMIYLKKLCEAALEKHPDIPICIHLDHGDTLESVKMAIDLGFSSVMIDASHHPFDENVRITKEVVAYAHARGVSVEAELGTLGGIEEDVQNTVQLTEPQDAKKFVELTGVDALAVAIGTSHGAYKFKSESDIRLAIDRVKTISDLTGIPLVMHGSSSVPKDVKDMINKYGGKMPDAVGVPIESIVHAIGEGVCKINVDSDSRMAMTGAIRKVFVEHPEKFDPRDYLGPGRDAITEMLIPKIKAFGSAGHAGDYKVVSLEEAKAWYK
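Giardia FBPA (40 nM reagent) was preincubated 10 min at RT with compound (up to 57.5 uM final), then substrate plus GAPDH/TPI/NAD/arsenate coupling system with diaphorase/resazurin was added; resorufin fluorescence (525/598 nm) was read after 20 min.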
Sm TGR block: S. mansoni TGR enzyme inhibition. purified TGR, DTNB reduction, TNB absorbance 405 nm. Potency, µM (doses to about 114 µM), for the others: at the highest dose activity change, negative = inhibition, most hits filed as inhibitors. actives 3% (n = 360,000); further: potency means the concentration at half of the fitted maximal effect; nearly all actives have a fitted effect of over 60% in size
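TGR 20 nM + NADPH 100 uM (dispensed conc.), cpd preinc 15 min RT; start with NADPH (500 uM addition) then DTNB (15 mM addition). Kinetic TNB absorbance, 405 nm filter. Four-parameter Hill fit across titration.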
HCMV inh: human cytomegalovirus inhibition; HFF cells, HCMV-luciferase reporter, 72 h; stronger effect = lower value; activity change, negative = inhibition, % at 57.5 µM; actives 4.5% (n = 410,000); in the data active means activity change below about -60%; inconclusive means no clear call, values can overlap the other calls; inactive means above about -39%
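Two compound doses tested in HFFs infected with HCMV-luciferase, MOI 1 PFU/cell, 72 h at 37C. Lysate luminescence read with OneGlo; data normalized against buffer-only and 10uM Salinomycin inhibitor controls.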
AmpC no deterg: blocks E. coli AmpC beta-lactamase in detergent-free assay. actives 0.52% (n = 330,000). AmpC nitrocefin hydrolysis, absorbance 480 nm, 0.0001% Triton. Potency, µM (series often up to 57.1 µM), for the others: at the highest dose activity change, negative = inhibition, hits mostly inhibitors. AID 485341;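 further: potency means the concentration at half of the fitted maximal effect; plate controls were no compound for no effect and no enzyme for full effect; nearly all actives have a fitted effect of over 20% in size; some results filed as inactive show a strong effect at the top dose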
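20 mM phosphate pH 7.0 + 0.01% (detergent screen) or 0.0001% Triton X-100; 5.3 nM AmpC reagent; cpd preinc 15 min RT; nitrocefin (800 uM stock) to start; A480 q20 s × 4 min; Activity was normalised to no-enzyme and no-compound control wells.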
AMA1 RON2 block: disrupts binding of P. falciparum AMA1 to RON2; AlphaScreen AMA1-biotinylated RON2 peptide binding; actives 0.2% (n = 360,000); Potency, µM (top dose mostly 58.2 µM), for inactives: at the highest dose activity change, negative = inhibition, usual class: inhibitors;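 further: potency means the concentration at half of the fitted maximal effect; 0% = vehicle wells and -100% = peptide control; nearly all actives have a fitted effect of over 45% in size; some results filed as inactive show a strong effect at the top dose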
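AMA1 (3D7) with his tag at 25 nM final met compounds first, then biotinylated RON2 peptide at 25 nM; detection used donor plus acceptor beads, 10 µg/mL apiece, read by AlphaScreen after 30 min at room temperature.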
Active calls of the source: *; ? = inconclusive; · = no result given; [ ] = another dose, or the depositor's remark. Unless noted, the call rests on the fitted dose curve; in most records, active means well fitted curve in the direction sought with a large enough effect; inconclusive means small, poorly fitted or top-dose-only effect, or another doubt; inactive means no such curve, though single readings can be large; an effect the other way counts as inactive or inconclusive. Unless noted, on the % scale 0 is the no-effect control and ±100 the full control effect.

Molecule	AMA1 RON2 block	Giardia FBPA inh	AmpC detergent	Sm TGR block	AmpC no deterg	HCMV inh
O=S(=O)(O)CCN1CCOCC1	-1%	1%	?	0%	-15%	27
CCOc1ccccc1Oc1coc2cc(O)ccc2c1=O	5%	1%	-3%	-1%	-40%	43
O=C1C=C(c2ccc(C(=O)O)c(Cl)c2)C[C@@H](c2ccc3c(c2)OCO3)C1	-18%	·	·	·	-38%	0
CC(C)NC(=O)Nc1cccc2c1O[C@H](CN(C)S(=O)(=O)c1ccc(F)cc1)[C@@H](C)CN([C@H](C)CO)C2=O	8%	·	·	·	127%[activator]	-13
CN(CCOc1ccccc1)C(=O)c1ccc(F)c(S(=O)(=O)N2CCOCC2)c1	61%[activator]	·	-16%	-3%	34%	15
CC(C)(C)OC(=O)N1Cc2ccccc2C[C@H]1C(=O)NC1CCCC1	-5%	-4%	-10%	0%	3%	25
CN1C(=O)C2(c3ccccc31)N(c1ccc(Br)cc1)C(=O)CS2(=O)=O (stereo unspecified)	·	·	16%	9%	·	10
CCOC(=O)[C@H]1[C@H]2COc3ccc(OC)cc3[C@@H]2N2C(=O)c3cc(OC)c(OC)cc3NC(=O)[C@@]12C	-3%	·	-15%	-15%	79%[activator]	17
Cc1cccn2c(=O)c3cc(C(=O)N4CCN(C(=O)c5ccco5)CC4)n(C)c3nc12	-3%	0%	3%	-5%	5%	43
Cc1ccc(C(=O)NC(=C(Cl)Cl)S(=O)(=O)c2ccc(C)cc2)cc1	1%	0%	-1%	18µM*	-14%	-60*
O=C(c1ccc(F)c(S(=O)(=O)N2CCOCC2)c1)N1CCN(c2ccc(F)cc2)CC1	-4%	·	-13%	-8%	162%[activator]	-65*
CC(C)NC(=O)CN1CCN(Cc2nc(-c3cccs3)no2)CC1	1%	0%	1%	-7%	14%	7
Cc1ccsc1C(=O)N1CCc2ccccc2C1	13%	·	1%	5%	-5%	28
Cn1ncc2c(O/N=C(\N)c3ccc(C(F)(F)F)cc3)ncnc21	2%	3%	1%	1%	47%	-19
COc1ccc(Oc2c(C)oc3cc(OC(=O)N4CCOCC4)ccc3c2=O)cc1	-2%	4%	-16%	-3%	52%	-32
O=C(CN1CCN(S(=O)(=O)c2ccc(Br)cc2)CC1)N/N=C/c1ccco1	7%[2.32 µM]	6%	-2%	-8%	-16%	-31
Cc1ccc(C(=O)COC(=O)C(Cc2c[nH]c3ccccc23)NC(=O)c2ccc(C(C)(C)C)cc2)cc1 (stereo unspecified)	·	·	-9%	11µM*	·	0
COc1cc(/C=C2/SC(N)=NC2=O)ccc1Oc1ccc([N+](=O)[O-])cc1[N+](=O)[O-]	-1%	2%	-7%	-1%	-18%	-70*
CCOC(=O)C1CCCN(Cc2ccccc2OCC)C1 (stereo unspecified)	-3%	-6%	?	6%	33%	-13
Cc1ccc(-n2nnnc2SCc2ccc(C(=O)O)cc2)cc1C	-14%	24%	?	28%	-17%	-21
O=CN1N=C(c2ccccc2)CC1c1ccc(Cl)cc1 (stereo unspecified)	-3%	-1%	?	-4%	-6%	3
CCOC(=O)Cn1ccc(NC(=O)c2ccc3c(c2)OCO3)n1	4%	8%	3%	11%	-5%	-1
COc1ccc(-n2c(SCC(=O)Nc3cc(C)on3)nc3ccccc3c2=O)cc1Cl	-17%	11%	3%	·	-19%	-16
CC(=O)O[C@H]1CC[C@@]2(C)C(=CC[C@@H]3[C@@H]2CC[C@]2(C)C(=O)CC[C@@H]32)C1	-6%	·	0%	-3%	-5%	·
CC(C)c1nnc(NC(=O)C2CCN(c3nc4ccccc4s3)CC2)s1	-1%	-10%	-8%	-6%	3%	-3
Cc1cccc(C)c1OCCSc1n[nH]c(N)n1	2%	0%	4%	1%	-9%	22
CCc1ccc(/C=C/C(=O)c2cc(Br)ccc(=O)c2O)cc1	-7%	?	-7%	0%	28µM*	-106*
Cc1cc(NC(=O)c2c(Br)c(C)nn2C)no1	-9%	1%	-13%	8%	-7%	2
CCN(CC)S(=O)(=O)c1ccc(N2CCN(c3ccccc3OC)CC2)c(N)c1	-24%	-1%	-14%	2%	-2%	-80*
Cc1ccc(/C=C2\SC(=S)N(CCCC(=O)NNC(=O)c3ccccc3O)C2=O)cc1	0%	11%	2%	12%	-16%	-93*
COc1ccc2c(c1)C(=O)C(=O)N2CC1COc2ccccc2O1 (stereo unspecified)	-15%	-7%	-4%	-2%	-11%	-82*
N#Cc1c(-c2ccc([N+](=O)[O-])cc2)nc2n(c1=O)CCS2	-1%	0%	?	-13%	-37%	11
COc1ccc(-c2ccccc2)cc1NCc1ccc(OC)c(OC)c1	?	-3%	-11%	-10%	59%	-17
COc1ccc(CCNC(=O)CSc2nnc(-c3ccc(F)cc3)o2)cc1OC	6%	-1%	?	-29%	19%	-15
Cc1cc(NC(=O)COC(=O)c2ccccc2Cl)no1	14%	·	·	·	-25%	-27
O=C(CCCn1c(=O)[nH]c2ccccc2c1=O)N1CCN(c2ccccc2)CC1	·	·	-2%	1%	·	4

Some of these compounds in order of formula weight, ascending.
Molecule	AMA1 RON2 block	Giardia FBPA inh	AmpC detergent	Sm TGR block	AmpC no deterg	HCMV inh
Cc1cc(NC(=O)COC(=O)c2ccccc2Cl)no1	14%	·	·	·	-25%	-27
Cc1cc(NC(=O)c2c(Br)c(C)nn2C)no1	-9%	1%	-13%	8%	-7%	2
N#Cc1c(-c2ccc([N+](=O)[O-])cc2)nc2n(c1=O)CCS2	-1%	0%	?	-13%	-37%	11
COc1ccc2c(c1)C(=O)C(=O)N2CC1COc2ccccc2O1 (stereo unspecified)	-15%	-7%	-4%	-2%	-11%	-82*
CC(C)c1nnc(NC(=O)C2CCN(c3nc4ccccc4s3)CC2)s1	-1%	-10%	-8%	-6%	3%	-3
O=C(CCCn1c(=O)[nH]c2ccccc2c1=O)N1CCN(c2ccccc2)CC1	·	·	-2%	1%	·	4
Cc1ccc(/C=C2\SC(=S)N(CCCC(=O)NNC(=O)c3ccccc3O)C2=O)cc1	0%	11%	2%	12%	-16%	-93*

Additional structures.
Molecule	AMA1 RON2 block	Giardia FBPA inh	AmpC detergent	Sm TGR block	AmpC no deterg	HCMV inh
COc1ccc(/C=C/C(=O)NCC(=O)N/N=C(/CCC(=O)O)c2ccccc2)cc1	23%	11%	2%	3%	-26%	?
Cc1nc(-c2cccc(S(=O)(=O)N3CCCC(C)C3)c2)cs1 (stereo unspecified)	-2%	-1%	-15%	-1%	-31%	-24
O=C(O)CNc1ccc(S(=O)(=O)C(F)(F)F)cc1[N+](=O)[O-]	-1%	3%	-5%	8%	-21%	3
CCCCN(NC(C)=O)c1nc(Cl)nc(NC(C)C)n1	15%	3%	0%	3%	-23%	-27
C=CCc1cc(OC)ccc1OCCON1C(=O)CCC1=O	-13%	2%	-4%	-18%	-4%	-11
COc1ccc(-c2nc(N)n(C(=O)c3ccc(C)cc3)n2)cc1	-18%	3%	?	1%	-11%	63
O=C(NC1(C(F)(F)F)N=C(c2ccccc2)NC1=O)c1ccccc1 (stereo unspecified)	-12%	5%	?	-23%	-19%	-11
Cc1cc(C)cc(C(=O)NC2CC(C)(C)NC(C)(C)C2)c1	-13%	-17%	-9%	-21%	-35%	50
N/C(=N\OC(=O)COc1ccccc1)c1cccnc1	23%	·	-9%	16%	-15%	-35
O=S(=O)(Cc1ccccc1Cl)N1CCCCC1	2%	-3%	-6%	-1%	-7%	-31
Clc1ccccc1N=C1SCCS1	-12%	-12%	4%	6%	-23%	19
CC(=O)Nc1ccc(S(=O)(=O)N(C)c2ccc(OCC(=O)OCC(=O)Nc3ccc(OC(F)F)cc3)cc2)cc1	4%	-7%	6%	7%	-24%	?
O=C(NC12CC3CC(CC(C3)C1)C2)c1ccc(-c2ccc(Cl)cc2)o1	-24%	0%	-14%	-9%	-30%	-24
COc1cccc(NC(=O)c2cnc(SCC(=O)N3CCCc4ccccc43)n(C)c2=O)c1	·	·	1%	?	·	-14
C[C@@H]1CCC(=O)N(C[C@@H](C)CC#N)CC1	19%	-9%	-11%	-1%	-20%	49
C[C@]12c3[nH]c4ccccc4c3CCN1C(=O)C(CC(=O)NCCN1CCOCC1)C[C@@H]2C(=O)N1CCOCC1 (stereo partly specified)	7%	·	·	·	-16%	20
COc1ccc(N2CCN(C(c3ccccc3)c3sc4nc(C)nn4c3O)CC2)cc1 (stereo unspecified)	0%	-1%	8%	20%	116%[activator]	40
COC(=O)c1sc2cc(C(F)(F)F)cnc2c1-c1ccccc1	7%	-1%	-11%	8%	1%	39
NC(=O)c1ccsc1NC(=O)c1ccc([N+](=O)[O-])o1	21%	·	·	·	-30%	?
CCc1ccccc1NC(=O)CN(C)S(=O)(=O)c1ccc(-c2ccc(=O)[nH]n2)s1	12%	-4%	?	?	3%	-30
CCOc1ccc(-c2c(C)nn3c(C)c(C(=O)Nc4cc(C)cc(C)c4)cnc23)cc1OCC	·	·	2%	0%	·	5
Cn1c(NC(=O)c2ccccc2C(F)(F)F)cc(=O)n(C)c1=O	6%	3%	?	1%	-6%	-66*
Cc1ccccc1N(C(=O)c1snc(C(N)=O)c1N)C(C(=O)NC1CCCCC1)c1ccc(O)cc1 (stereo unspecified)	-1%	1%	-7%	-11%	-18%	-33
